# From PubChem
# OXTR ag = agonists of human oxytocin receptor | P30559 | CHO-OTR cells, Fluo-8 calcium fluorescence; normalized: DMSO 0%, oxytocin 100% | activation, % at 3 µM | hit rate 0.32% among 320,000;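 active = activation above the mean of all tested compounds plus 3 SD, cutoff set per screening run, cut at about 20% in these data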;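 note: peak over basal fluorescence ratio from a 100 s FLIPR kinetic read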
# Target sequence (P30559 whole entry, looked up): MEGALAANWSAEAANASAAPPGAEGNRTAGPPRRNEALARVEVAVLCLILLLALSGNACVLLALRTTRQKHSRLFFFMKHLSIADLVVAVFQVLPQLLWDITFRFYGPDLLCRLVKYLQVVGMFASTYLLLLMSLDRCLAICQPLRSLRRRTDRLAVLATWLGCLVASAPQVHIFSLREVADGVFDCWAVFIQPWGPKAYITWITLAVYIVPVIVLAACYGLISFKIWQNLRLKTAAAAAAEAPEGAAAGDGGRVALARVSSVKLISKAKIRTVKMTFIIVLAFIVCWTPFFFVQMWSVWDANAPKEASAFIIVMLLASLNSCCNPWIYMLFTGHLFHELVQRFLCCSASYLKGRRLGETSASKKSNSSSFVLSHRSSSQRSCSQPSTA
# GalR3 antagonist = blocks the human galanin receptor 3; O60755; hit rate 0.44% among 360,000; inhibition, % at 3 µM; HEK293 GalR3-CNG cAMP membrane potential fluorescence; galR3 body fused to GalR1 C-terminus;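 active = inhibition above the screen-wide average plus 3 SD, cut at about 13% in these data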;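 note: forskolin and galanin both at EC90 stimulate the cells; cAMP rise reported by CNG channel membrane potential dye signal; 0% = forskolin plus galanin with DMSO and 100% = forskolin alone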
# Target sequence (O60755 1-299 limits assumed): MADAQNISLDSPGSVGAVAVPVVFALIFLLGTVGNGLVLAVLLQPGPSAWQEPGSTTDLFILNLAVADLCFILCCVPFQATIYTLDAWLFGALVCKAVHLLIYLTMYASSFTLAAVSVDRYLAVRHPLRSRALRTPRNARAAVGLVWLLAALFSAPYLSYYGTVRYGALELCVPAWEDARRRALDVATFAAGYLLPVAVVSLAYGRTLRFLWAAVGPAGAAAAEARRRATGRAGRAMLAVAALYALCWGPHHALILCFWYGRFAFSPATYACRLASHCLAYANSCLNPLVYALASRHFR
# V1aR counter = V1a receptor agonism, counter-screen for OXTR agonists; P37288; CHO-V1R cells, Fluo-8 calcium fluorescence, agonist mode; 0% DMSO, 100% 3 nM vasopressin; activation, % at 3 µM; hit rate 0.25% among 320,000; AID 2797;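 active = activation above the mean activation of all tested compounds plus 3 SD, per screening run, cut at about 20% in these data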;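 note: signal is peak over basal fluorescence ratio across a 100 second FLIPR read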
# Target sequence (P37288 whole entry, looked up): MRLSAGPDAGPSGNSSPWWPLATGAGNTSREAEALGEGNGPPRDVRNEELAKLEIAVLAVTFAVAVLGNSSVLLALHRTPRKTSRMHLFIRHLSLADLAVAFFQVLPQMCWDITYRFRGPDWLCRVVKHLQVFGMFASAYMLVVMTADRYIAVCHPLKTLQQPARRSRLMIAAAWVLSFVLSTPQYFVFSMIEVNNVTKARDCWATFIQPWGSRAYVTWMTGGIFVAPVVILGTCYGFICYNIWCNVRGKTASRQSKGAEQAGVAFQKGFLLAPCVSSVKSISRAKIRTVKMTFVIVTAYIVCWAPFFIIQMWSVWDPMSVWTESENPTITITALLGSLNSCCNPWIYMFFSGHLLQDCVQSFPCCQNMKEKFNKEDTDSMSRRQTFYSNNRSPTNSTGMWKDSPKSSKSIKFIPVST
# The depositor's hits bear a star. A portion of the library; rates above refer to the full screens.
SMILES,OXTR ag,GalR3 antagonist,V1aR counter
CC1CCN(c2ccc(NC(=O)C3CCCN3S(=O)(=O)c3ccc(F)cc3)cc2)CC1 (stereo not drawn),-0.3,-5.6,1.2
CCc1cc2c(SCC(=O)N3CCCC3=O)ncnc2s1,-0.6,-3.5,0.1
Cc1ccc(S(=O)(=O)N2[C@@H](c3ccc(C#N)cc3)C(C(=O)O)=C[C@H]2CC2CCCC2)cc1,0.5,-8.0,0.2
Cc1ccc(C(=O)N2CCN(S(=O)(=O)c3ccc(C(C)C)cc3)CC2)s1,-0.3,-2.4,1.1
O=C(c1ccc(=O)[nH]n1)N1CCN(S(=O)(=O)c2ccc(C(F)(F)F)cc2)CC1,0.1,0.1,8.1
COc1cc(C(=O)NCc2cccnc2)ccc1OCC(=O)Nc1cccc(C(F)(F)F)c1,23.2*,-6.0,17.7
Cc1cc(=O)[nH]c(SCC(=O)NC2CCCCCCC2)n1,1.1,-4.2,0.5
CCc1ccccc1NC(=O)C1CCN(S(C)(=O)=O)CC1,-0.9,-1.9,0.0
Cc1ccc(C2CN(CCC(N)=O)C(=O)CO2)cc1 (stereo not drawn),-0.5,-7.9,1.6
CCOc1ccc(-c2cccc(NC(=O)c3ccc(Br)o3)c2)nn1,-2.4,-3.7,-1.6
Cc1ccc(/C=N/NC(=O)c2ccc(-n3cnnn3)cc2)cc1,0.3,-6.9,1.2
COC(=O)[C@@]12CCCN1[C@H](c1ccc(-c3ccccc3)c(OC)c1)[C@H]1C(=O)N(C)C(=O)[C@H]12,0.1,-2.5,-0.6
COC(=O)c1ccc(-c2c(-c3ccccc3)ncc3cc(F)ccc23)cc1,-1.5,-1.5,0.4
CC1C(=O)Nc2ccc(S(=O)(=O)N3CCCCCC3)cc21 (stereo not drawn),0.4,-3.8,-0.2
Cc1ccc(CNC(=O)[C@]2(C)CCC[C@@]3(C)C4CC[C@@]5(C)C[C@]4(CCC32)CC5=O)cc1 (stereo partly drawn),-1.9,-7.6,2.5
COc1ccc(-c2cc(C(=O)NCCCN3CCOCC3)c3ccccc3n2)cc1OC,-0.2,-5.1,-0.6
O=C(NNC(=O)c1ccc(-c2ccc([N+](=O)[O-])cc2)o1)c1ccncc1,1.1,1.1,1.1
Nn1c(SCC(=O)NC2CCS(=O)(=O)C2)nnc1-c1ccco1 (stereo not drawn),1.2,0.6,1.3
CC(C)(C)OC(=O)C[C@@H]1C/C=C\C[C@@H](CC(=O)N(CCO)Cc2ccccc2)C(=O)NCCOC1=O,1.5,-3.7,1.6
Cc1ccc(C(=O)OCC(=O)NCC2COc3ccccc3O2)cc1 (stereo not drawn),-0.9,-4.6,0.6

# Whole records from above. Screens in order: OXTR ag | GalR3 antagonist | V1aR counter
# `O=C(c1ccc(=O)[nH]n1)N1CCN(S(=O)(=O)c2ccc(C(F)(F)F)cc2)CC1` reads 0.1 | 0.1 | 8.1
# `COC(=O)[C@@]12CCCN1[C@H](c1ccc(-c3ccccc3)c(OC)c1)[C@H]1C(=O)N(C)C(=O)[C@H]12` reads 0.1 | -2.5 | -0.6
# `CC(C)(C)OC(=O)C[C@@H]1C/C=C\C[C@@H](CC(=O)N(CCO)Cc2ccccc2)C(=O)NCCOC1=O` reads 1.5 | -3.7 | 1.6

# Next part:
SMILES,OXTR ag,GalR3 antagonist,V1aR counter
O=C(CN1C(=O)NC2(CCc3ccccc32)C1=O)NCCc1ccccc1 (stereo not drawn),0.6,-6.3,-0.2
O=C(NC(=S)NCc1ccc(Cl)cc1Cl)c1ccco1,-0.7,-1.7,0.6
CC(=O)Nc1ccc(C=NNc2ccc(S(=O)(=O)Nc3ccccc3C(=O)O)cc2[N+](=O)[O-])cc1,-0.6,5.3,-0.7
CC(C)(C)OC(=O)NCc1ccc(CNC(=O)c2nc[nH]c2C(=O)N2CCN(C(=O)OC(C)(C)C)CC2)cc1,4.2,-1.6,2.5
Cc1ccccc1NC(=O)Cc1nc(COC(=O)c2ccc(Cl)c(S(N)(=O)=O)c2)cs1,0.5,-1.9,4.0
COCCOc1ccc(C(F)(F)F)cc1NC(=O)COC(=O)c1ccc(N2CCCC2=O)cc1,2.5,-3.3,0.8
CC(C)[C@H](NC(=O)c1ccccc1F)C(=O)Nc1ccc2c(c1)OCO2,-0.4,-5.9,-0.3
O=C(c1ccc2c(c1)OCCO2)N1CCN(Cc2c(F)cccc2Cl)CC1,-0.1,0.8,-0.3
O=C(CN1C(=O)NC2(CCOc3ccccc32)C1=O)NCCc1ccccc1 (stereo not drawn),1.2,-4.8,1.0
CCOC(=O)N1CCN(C(=O)CSc2nc(=O)n3ccc(C)cc3n2)CC1,-1.1,-0.4,-0.6
COc1cc(C(C)=O)ccc1OCC(=O)OCC(=O)c1cc(C)n(CC2CCCO2)c1C (stereo not drawn),1.6,-5.5,0.0
CCN(CC)c1ccc(NC(=O)CCCCC(=O)Nc2ccc(N(CC)CC)cc2)cc1,-2.5,-4.4,-0.7
Cc1ccc(C(=O)NCC(=O)Nc2cc(C)ccn2)cc1,0.2,1.3,-0.2
O=C(CSc1ccc(S(=O)(=O)N2CCOCC2)cn1)Nc1ccc(OC(F)F)cc1,12.6,-4.8,9.2
O=C(O)c1ccc(CNCc2cc(Cl)ccc2O)cc1,0.9,-4.3,1.1
COc1ccc(C(=O)NC2CCCCCCC2)cc1OC,-1.7,-1.3,0.2
COc1cc(NC(=O)CSc2nnc3ccc(-c4cccnc4)nn23)cc(OC)c1,0.1,3.0,-0.2
O=C(COC(=O)C1CCN(c2ccc(C(F)(F)F)cn2)CC1)c1ccccc1,-1.9,-0.7,0.6
CN(Cc1cccc(F)c1)C(=O)c1ccc(S(=O)(=O)N2CCOCC2)cc1,0.8,-0.3,0.6
COC(=O)[C@]12C(=O)NC[C@H](CN1c1ccc(Cl)c(C)c1)N2C,-0.1,-4.6,-0.4
C=CC[C@H](CC(=O)N(CCO)Cc1ccccc1)C(=O)N[C@H](COC(=O)[C@@H](CC=C)Cc1ccc(F)cc1)Cc1c[nH]c2ccccc12,0.9,-1.8,1.6
CN(C)S(=O)(=O)c1ccc(N2CCCC2)c(C(=O)NNC(=O)COc2cccc(F)c2)c1,0.5,-5.4,0.6
O=C(NCCC1CCCCN1S(=O)(=O)c1ccc(F)cc1)C(=O)Nc1ccccc1F (stereo not drawn),-2.1,-5.7,-1.5
Cc1ccc(-c2nn(-c3ccccc3)cc2C(=O)NC2CCC(O)CC2)cc1 (stereo not drawn),0.7,4.7,0.3
O=C(OCC(=O)N1CCN(C(=O)c2ccco2)CC1)c1ccc(Cl)c(Cl)c1,3.6,-6.3,3.3
CCOc1ccc(CCNC(=O)c2cccc(S(=O)(=O)N3CCCC3)c2)cc1OCC,-1.7,7.5,-1.2
COc1cccc(COC(=O)C2CCN(S(=O)(=O)c3ccc(C)cc3)CC2)c1OC,-0.2,-3.3,1.7
CC(OC(=O)Cn1cnc2c1c(=O)n(C)c(=O)n2C)C(=O)N(C)c1ccccc1 (stereo not drawn),1.0,-3.1,0.4
COc1ccc(CCNS(=O)(=O)CCNC(=O)c2ccc3c(c2)OCO3)cc1,-0.9,-1.7,-0.5
C[C@H](CO)N1C[C@H](C)[C@@H](CN(C)Cc2ccncc2)Oc2c(NC(=O)C3CCCCC3)cccc2C1=O,-0.1,-3.0,1.9
CCc1noc(C)c1C(=O)OCC(=O)c1ccc(OC)c(OC)c1,-0.8,2.6,0.1
Cc1ccc(OCCOC(=O)CN2C(=O)NC3(CCCC3)C2=O)cc1,-1.8,-1.0,-0.6
CCS(=O)(=O)N1Cc2ccccc2CC1C(=O)N(C)CC(=O)Nc1ccc(OC)cc1 (stereo not drawn),-0.6,-4.0,-0.6
O=S(=O)(c1cccc(Br)c1)N1CCN(S(=O)(=O)c2ccc3c(c2)OCCO3)CC1,-0.3,-5.4,1.0
Cc1ccccc1NS(=O)(=O)c1ccc(C(=O)N(C)CC(=O)Nc2ccccc2Br)cc1,3.8,0.9,2.6
CNS(=O)(=O)c1cc(-c2nnc(N3CCOCC3)c3ccccc23)ccc1C,0.5,-0.1,0.9
CCOc1ccc(C2=CC(=O)C[C@H](c3ccc(OC)cc3)C2)cc1,0.0,-4.3,1.1
Cc1ccc(NC(=O)c2cnc(SCC(=O)NCC3CCCO3)n(C)c2=O)cc1 (stereo not drawn),3.0,3.9,3.4
COc1ccc(S(=O)(=O)N(C)C[C@H]2Oc3ccc(NC(=O)CCC(F)(F)F)cc3C(=O)N([C@H](C)CO)C[C@@H]2C)cc1,0.5,-7.2,0.3
O=C(Nc1ccccc1OC(F)F)C1CC(=O)N(Cc2ccccc2)C1 (stereo not drawn),0.2,-3.6,-0.5
CCN(CC)Cc1ccccc1CNC(=O)c1cccc(S(=O)(=O)Nc2ccc3c(c2)OCO3)c1,3.0,-5.4,1.0
O=C(CSc1nnc(-c2ccncc2)o1)Nc1cc(Cl)ccc1C(=O)O,0.2,-2.6,-0.2
Cc1ccc(S(=O)(=O)N2CCN(C(=O)CCC(=O)NCc3cccc(C(F)(F)F)c3)CC2)cc1,5.0,-1.9,4.7
O=c1onc(-c2ccccc2)c2ccccc12,-1.6,-4.0,-1.4
Cc1c(NC(=O)c2cc(Br)ccc2Cl)cccc1-n1cnnn1,0.8,1.3,0.5
Cc1cccnc1NC(=O)c1cccc(NC(=O)CC2SC(N3CCCCC3)=NC2=O)c1 (stereo not drawn),0.8,-6.5,1.1
C/C(=N\NC(=O)c1cccc(S(=O)(=O)N2CCCC2)c1)c1ccc(F)cc1,-0.3,-2.4,-0.7
O=C(COC(=O)c1ccc([N+](=O)[O-])s1)c1ccc[nH]1,0.5,-6.5,3.3
CC(NC(=O)CCNC(=O)c1ccc(Br)cc1)c1ccc(S(N)(=O)=O)cc1 (stereo not drawn),0.1,7.8,-0.1
CC(=O)Nc1ccc2nc(NC(=O)CS(=O)(=O)c3ccccc3)sc2c1,0.2,-0.7,-0.3
CN(CC(=O)NCc1ccccn1)S(=O)(=O)c1cc(Cl)ccc1Cl,-0.6,-2.8,-1.1
CCCCn1c(N)c(N(CC)C(=O)c2cccc(OCc3ccccc3)c2)c(=O)[nH]c1=O,-0.5,-0.4,-0.6
CCN(Cc1ccccc1)S(=O)(=O)c1ccc(C(=O)N(CCCN(C)C)c2nc3cc(OC)ccc3s2)cc1,7.9,-4.2,1.0
CC(C)NC(=O)Nc1cccc2c1O[C@H](CN(C)C(=O)NC1CCCCC1)[C@H](C)CN([C@H](C)CO)C2=O,1.7,-4.5,0.3
O=C(c1ccc2ccccc2n1)N1CCN(S(=O)(=O)c2ccccc2)CC1,1.7,-4.1,2.5
O=C(Nc1nc(-c2ccco2)c(-c2ccco2)s1)c1cnccn1,-0.7,-2.7,-0.5
Cc1cccc(C(=O)NCC(=O)NCCCSc2ccccc2)c1,-1.3,-3.6,-0.6
Cc1cc(C(=O)NNC(=O)C(C)(C)Oc2ccc(Cl)cc2)c(C)o1,-1.5,5.5,-0.2
CCN(C(=O)CSc1cccc[n+]1[O-])c1ccccc1,0.3,-6.4,1.2
CC1(C)Cc2cccc(OCC(=O)NCc3ccc(F)cc3)c2O1,-2.2,-4.8,-1.1
# Further structures
SMILES,OXTR ag,GalR3 antagonist,V1aR counter
CCOC(=O)c1c(C)[nH]c(C(=O)COC(=O)CNS(=O)(=O)c2ccc(C)cc2)c1C,7.3,-3.2,15.7
CCOC(=O)C1CCN(CC(=O)Nc2ccc(OC)c(S(=O)(=O)N3CCCCC3)c2)CC1,0.5,-3.6,0.1
CCN(CC(=O)Nc1c(F)cccc1F)C(=O)CN1c2cccc3cccc(c23)S1(=O)=O,-2.2,-2.4,-0.5
O=C(CN1CCN(S(=O)(=O)c2ccc(Cl)c(Cl)c2)CC1)N1CCCCC1,-0.5,-2.9,2.1
Cc1cc(C(=O)Nc2cccc3c2O[C@@H](CN(C)S(C)(=O)=O)[C@H](C)CN([C@@H](C)CO)C3=O)n(C)n1,1.7,-6.9,0.8
Cc1ccc(-c2nn(-c3ccc(F)cc3)cc2C(=O)N2CCN(C3CCS(=O)(=O)C3)CC2)cc1 (stereo not drawn),0.2,-6.1,0.5
O=C(O)c1ccc(N2C(=O)CSC2=S)cc1,1.6,-1.3,-0.3
O=C(OCC(=O)N1CCOCC1)c1ccccc1OCc1ccc(Cl)cc1,-1.6,-4.1,0.0
CCN(CC(=O)NCc1ccc(F)cc1)CC(=O)Nc1cc(S(=O)(=O)N(C)C)ccc1C,0.1,-5.2,1.0
CCOC(=O)[C@@H]1[C@H]2COc3ccccc3[C@H]2N2C(=O)N(c3cccc(C)c3)C(=O)[C@]12C,1.6,-5.5,0.9
CCOC(=O)[C@@H]1[C@H]2COc3ccc(Br)cc3[C@H]2N2C(=O)N(c3ccc(C(F)(F)F)cc3)C(=O)[C@]12C,1.4,-1.3,1.6
O=C(Cc1ccc(Cl)cc1)OCC(=O)c1ccc[nH]1,0.2,-0.8,-0.2
O=C(COC(=O)CN1C(=O)c2ccccc2C1=O)Nc1ccccc1,0.7,-2.3,1.2
O=c1ccc(S(=O)(=O)N2CCCC2)cn1Cc1nc(-c2ccccc2)no1,3.1,-2.8,3.1
CC(C)CC1NC(=O)N(CC(=O)Nc2cc(S(=O)(=O)N3CCOCC3)ccc2Cl)C1=O (stereo not drawn),0.5,-8.1,0.3

# 4 entries already listed, arranged by the number in GalR3 antagonist, descending:
mol | GalR3 antagonist
Cc1ccc(NC(=O)c2cnc(SCC(=O)NCC3CCCO3)n(C)c2=O)cc1 (stereo not drawn) | 3.9
CNS(=O)(=O)c1cc(-c2nnc(N3CCOCC3)c3ccccc23)ccc1C | -0.1
COC(=O)[C@@]12CCCN1[C@H](c1ccc(-c3ccccc3)c(OC)c1)[C@H]1C(=O)N(C)C(=O)[C@H]12 | -2.5
Cc1ccc(/C=N/NC(=O)c2ccc(-n3cnnn3)cc2)cc1 | -6.9
